Bioassay records deposited in PubChem by National Center for Advancing Translational Sciences (NCATS).
HCMV antiviral: qHTS Assay for inhibitors of the human cytomegalovirus (HCMV); HFF cells, HCMV-luciferase reporter, 72 h; active compounds read low; activity change, negative = inhibition, % at 57.5 µM; hit rate 4.5% among 410,000; AID 1259415, 2018; in the data active means activity change below about -60%; inconclusive means no clear call, values can overlap the other calls; inactive means above about -39%; further: on the % scale 0 is the no-effect control and ±100 the full control effect
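After 16 h attachment at 37C, HFF cells received test compound and HCMV-luciferase (1 PFU/cell); reporter luminescence read 72 h later, data normalized against buffer-only and known inhibitor Salinomycin.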
Giardia FBPA inh: qHTS Assay for Inhibitors of Fructose-1,6-bisphosphate Aldolase from Giardia Lamblia. A8B2U2. purified Giardia FBPA. Potency, µM (series often up to 59.6 µM), for the others: at the top dose activity, negative = inhibition, most hits filed as inhibitors. hit rate 0.71% among 290,000. AID 2451, 2010; further: potency means the concentration at half of the fitted maximal effect; on the % scale 0 is the no-effect control and ±100 the full control effect; nearly all actives have a fitted effect of over 55% in size
Target sequence (A8B2U2 whole entry, looked up): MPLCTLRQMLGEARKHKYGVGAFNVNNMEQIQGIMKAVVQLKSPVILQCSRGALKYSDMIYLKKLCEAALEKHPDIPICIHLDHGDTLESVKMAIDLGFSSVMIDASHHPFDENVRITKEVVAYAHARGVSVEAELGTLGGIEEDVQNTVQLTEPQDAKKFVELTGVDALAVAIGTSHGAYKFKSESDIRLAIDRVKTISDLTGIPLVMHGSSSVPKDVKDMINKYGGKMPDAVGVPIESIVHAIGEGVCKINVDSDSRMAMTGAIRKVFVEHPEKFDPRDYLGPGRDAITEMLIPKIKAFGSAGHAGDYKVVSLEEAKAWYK
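Giardia FBPA (40 nM reagent) was preincubated 10 min at RT with compound (up to 57.5 uM final), then substrate plus GAPDH/TPI/NAD/arsenate coupling system with diaphorase/resazurin was added; resorufin fluorescence (525/598 nm) was read after 20 min.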
CHX counter: Cycloheximide Counterscreen for Small Molecule Inhibitors of Shiga Toxin. cell reporter, cycloheximide protein synthesis inhibition counterscreen. max response, %. hit rate 12% among 300,000; in the data active means max response mostly above about 13%, no sharp cut-off; inactive means mostly below about 14%; further: read at 38.3 µM for the half of the compounds with a filed dose; 0% is about no effect
AmpC inh detg: qHTS Inhibitors of AmpC Beta-Lactamase (assay with detergent); hit rate 0.041% among 370,000; AID 485294, 2010; Potency, µM (highest dose often 114 µM), without a hit: top-dose activity change, negative = inhibition, hits mostly inhibitors; P00811; AmpC hydrolysis of nitrocefin, absorbance 480 nm, 0.01% Triton;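 further: potency means the concentration at half of the fitted maximal effect; 0% = no-compound wells and -100% = no-enzyme wells; nearly all actives have a fitted effect of over 25% in size; some results filed as inactive show a strong effect at the top dose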
Target sequence (P00811 whole entry, looked up): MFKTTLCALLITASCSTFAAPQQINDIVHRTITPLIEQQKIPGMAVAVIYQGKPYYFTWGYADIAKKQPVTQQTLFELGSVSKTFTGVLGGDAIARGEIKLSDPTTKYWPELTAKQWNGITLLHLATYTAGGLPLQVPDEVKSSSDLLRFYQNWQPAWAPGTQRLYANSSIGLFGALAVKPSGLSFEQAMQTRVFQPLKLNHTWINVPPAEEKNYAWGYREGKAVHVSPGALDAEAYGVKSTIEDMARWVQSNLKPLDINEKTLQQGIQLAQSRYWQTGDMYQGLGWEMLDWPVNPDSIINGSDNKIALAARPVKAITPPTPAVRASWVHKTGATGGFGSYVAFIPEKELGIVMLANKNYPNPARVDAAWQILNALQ
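20 mM phosphate pH 7.0 + 0.01% (detergent screen) or 0.0001% Triton X-100; 5.3 nM AmpC reagent; cpd preinc 15 min RT; nitrocefin (800 uM stock) to start; A480 q20 s × 4 min; Activity was normalised to no-enzyme and no-compound control wells.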
AmpC inh no detg: qHTS Inhibitors of AmpC Beta-Lactamase (assay without detergent); P00811; AmpC nitrocefin hydrolysis, absorbance 480 nm, 0.0001% Triton; Potency, µM (doses to about 57.1 µM), inactives show at the highest dose activity change, negative = inhibition, usual class: inhibitors; hit rate 0.52% among 330,000; AID 485341, 2010;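 further: potency means the concentration at half of the fitted maximal effect; plate controls were no compound for no effect and no enzyme for full effect; nearly all actives have a fitted effect of over 20% in size; some results filed as inactive show a strong effect at the top dose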
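20 mM phosphate pH 7.0 + 0.01% (detergent screen) or 0.0001% Triton X-100; 5.3 nM AmpC reagent; cpd preinc 15 min RT; nitrocefin (800 uM stock) to start; A480 q20 s × 4 min; Activity was normalised to no-enzyme and no-compound control wells.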
AMA1-RON2 inh: qHTS for Inhibitors of AMA1-RON; Towards Development of Antimalarial Drug Lead: Primary Screen; AID 720542, 2013; hit rate 0.2% among 360,000; Potency, µM (top dose mostly 58.2 µM), for inactives: at the highest dose activity change, negative = inhibition, usual class: inhibitors; Plasmodium falciparum AMA1 (3D7) - RON2 peptide interaction; AlphaScreen AMA1-biotinylated RON2 peptide binding;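 further: potency means the concentration at half of the fitted maximal effect; 0% = vehicle wells and -100% = peptide control; nearly all actives have a fitted effect of over 45% in size; some results filed as inactive show a strong effect at the top dose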
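AMA1 (3D7) with his tag at 25 nM final met compounds first, then biotinylated RON2 peptide at 25 nM; detection used donor plus acceptor beads, 10 µg/mL apiece, read by AlphaScreen after 30 min at room temperature.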
Shiga inhibitor: A qHTS for Small Molecule Inhibitors of Shiga Toxin; Vero cells, Shiga toxin protein synthesis inhibition reporter; inhibition, % at 38.7 µM; hit rate 9.2% among 290,000; AID 2315, 2010; in the data active means inhibition mostly above about 28%, no sharp cut-off; inactive means mostly below about 43%; further: 0% is about no effect
* hit, by the source's call; ? = inconclusive; . = no result given; & = joins results of further samples; [ ] = dose if it differs, or a comment. Unless noted, the call rests on the fitted dose curve; in most records, active means well fitted curve in the direction sought with a large enough effect; inconclusive means small, poorly fitted or top-dose-only effect, or another doubt; inactive means no such curve, though single readings can be large; an effect the other way counts as inactive or inconclusive.

Values run as follows: HCMV antiviral	Giardia FBPA inh	CHX counter	AmpC inh detg	AmpC inh no detg	AMA1-RON2 inh	Shiga inhibitor
- COc1cc2cc(Br)cc(Br)c2nc1C
→ -10	2%	-2	-2%	7%	32%[activator]	-8
- Cn1c(-c2cccc(OCc3ccccc3)c2)nc2c1c(=O)[nH]c(=O)n2Cc1ccccc1
→ -15	-1%	12	-8%	-27%	-1%	27
- O=C(CC1SC(=O)N(c2ccccc2)C1=O)Nc1ccccc1 (stereo not drawn)
→ -3	-5%	51*	-4%	-21%	46%[activator]	51*
- CN(C)N1C(=O)CC(NNC(=O)c2ccncc2)C1=O (stereo not drawn)
→ 16	-11%	-4	9%	-18%	38%[activator]	-5
- CCCC(=O)Nc1ccc(NC(=O)C23CC4CC(CC(C4)C2)C3)cn1
→ 47	-4%	11	12%	-10%	?	30
- O=C(O)c1cc(=O)c2cc(Cl)ccc2[nH]1
→ .	1%	9	.	.	.	-6
- CCOc1ccc2nc(SCC(=O)NC(=O)NCc3ccco3)sc2c1
→ -13	-10%	3	-2%	-28%	-6%	2
- CCOC(=O)c1sc2nc(SCC(=O)NCc3ccco3)n(Cc3ccccc3)c(=O)c2c1C
→ -29	3%	-1	?	-23%	-3%	10
- O=C(C1=NN[C@@H]2C(=O)N(c3ccccc3C(F)(F)F)C(=O)[C@H]12)c1cnccn1
→ -34	3%	1	2%	-9%	16%	-11
- Cc1cccc(N2CCN(C(c3ccc(N(C)C)cc3)c3nnnn3C(C)(C)C)CC2)c1C (stereo not drawn)
→ 33	4%	3	?	-26%	-3%	-3
- Cc1ccccc1CC(=O)NCC1CCCCC1
→ -6	10%	5	1%	-4%	-4%	19
- CN1/C(=C/C(=O)C2CCC2)Sc2ccccc21
→ 123	0%	57*	-14%	-15%	2%	139*
- O=C(O)c1ccc(CSc2nnc(-c3ccc(Cl)cc3)o2)cc1
→ -9	10%	-2	?	-18%	11%	-3
- COC(=O)c1sccc1NC(=O)c1cc(OC)cc(OC)c1
→ -19	7%	-3	0%	-10%	-13%	1
- N#CC1=C(N)C2=C(N3CCCCC3)CCCC2C1(C#N)C#N (stereo not drawn)
→ .	?	0	-3%	-51%	-5%	21
- CC(=O)Cn1c(C(F)(F)F)nc2ccccc21
→ -16	0%	-2	-7%	-4%	6%	8
- CCN(CC)CC(=O)Nc1c2c(nc3ccccc13)N(C)CC2
→ -36	?	-5	-13%	-8%	37%[activator]	.
- COc1cccc(C(=O)OCC(=O)NC(=O)NC2CCCC2)c1O
→ 91	3%	9	-1%	-29%	21%	2
- Cc1ccc(NC(=O)CN2C(=O)CN(C)C2=O)cc1S(=O)(=O)N1CCCCC1
→ 6	-6%	9	-4%	-16%	18%	28
- O=C(O)CCCC(=O)Nc1ccccc1C(=O)N1CCOCC1
→ 17	4%	2	-4%	-12%	-5%	-13
- COC(=O)C1=C[C@@H](C(=O)OC)[C@@H]2C3=C(C(=O)[C@@]2(C)NC(=O)c2ccccc2)[C@H](C)[C@@H]2C(=O)N(Cc4ccccc4)C(=O)[C@@H]2[C@@H]3C1
→ .	-5%	0	.	.	.	2
- CC1CCCCC1NC(=O)CO/N=C/c1ccccc1OC(F)F (stereo not drawn)
→ -30	7%	-1	?	0%	42%[activator]	-7
- COc1ccc(-c2ccc([C@H]3[C@@H]4C=CCC[C@@]4(C)C(=O)N3Cc3ccccc3)c(F)c2)cc1
→ 27	0%	-2	-4%	20%	-4%	3
- COC(=O)C1=C(C)NC(C)=C(C(=O)OC)C1C1CC=CCC1 (stereo not drawn)
→ 60	16%	-1	?	5%	3%	-6
- CCC(NC(=S)NCc1ccc(F)cc1)c1ccc(C(C)C)cc1 (stereo not drawn)
→ -97*	22%	-1	-2%	-39%	80%[activator]	-13
- Cc1ccc(C(=O)N2Cc3ccccc3CC2C(=O)O)cc1 (stereo not drawn)
→ -15	1%	-3	?	-10%	-6%	-5
- O=C(CO/N=C/c1cccc([N+](=O)[O-])c1)NC1CCCCC1
→ -10	10%	-1	?	0%	-5%	7
- COc1ccc(SCCc2nnc(-c3ccccc3)o2)cc1
→ -98*	0%	10	-17%	-18%	8%	18
- O=C1CC(C(=O)Nc2ccc(Br)cc2)C2(CCCC2)O1 (stereo not drawn)
→ -26	8%	-4	-1%	-32%	.	-4
- COc1ccccc1NC(=O)COC(=O)CC(C)(C)CC1=NS(=O)(=O)c2ccccc2N1
→ ?	.	-2	-2%&5%	-28%	13%	7

Reprinted at random: two records from the list, in no set order.
Values run as follows: HCMV antiviral	Giardia FBPA inh	CHX counter	AmpC inh detg	AmpC inh no detg	AMA1-RON2 inh	Shiga inhibitor
- O=C(C1=NN[C@@H]2C(=O)N(c3ccccc3C(F)(F)F)C(=O)[C@H]12)c1cnccn1
→ -34	3%	1	2%	-9%	16%	-11
- CCOC(=O)c1sc2nc(SCC(=O)NCc3ccco3)n(Cc3ccccc3)c(=O)c2c1C
→ -29	3%	-1	?	-23%	-3%	10

Further entries.
Values run as follows: HCMV antiviral	Giardia FBPA inh	CHX counter	AmpC inh detg	AmpC inh no detg	AMA1-RON2 inh	Shiga inhibitor
- CC(C)(C)OC(=O)[C@H](Cc1ccccc1)NC(=O)c1nc[nH]c1C(=O)N1CCc2ccccc2C1
→ -18	-10%	-5	?	110%[activator]	157%[activator]	-2
- CCCCn1c(N)c(N(CC)C(=O)CSCc2c(C)noc2C)c(=O)[nH]c1=O
→ 6	0%	1	?	-15%	7%	18
- CCn1c(COc2ccccc2)nnc1SCC(=O)NCc1ccco1
→ 36	2%	1	3%	0%	8%	7
- COc1ccc(N2CCN(C(=O)C3CCN(S(=O)(=O)c4ccc5c(c4)oc(=O)n5C)CC3)CC2)cc1
→ 34	-1%	5	-6%	-2%	4%	9
- O=C(Nc1c(F)cc(F)cc1Br)c1cc(-c2ccccc2)on1
→ -29	-2%	16*	?	-30%	-2%	.
- CCCCC(=O)Nc1cc(Cl)ccc1C(=O)O
→ -1	?	2	1%	-23%	-7%	2
- NC(=O)c1c(NC(=O)c2ccc(F)cc2)sc2c1CCC2
→ 77	-6%	53*	-13%	-33%	-2%	45*
- O=C(CNC(=O)c1ccc(Br)cc1)NCC(=O)OCC(=O)c1ccc(F)cc1
→ 8	.	-2	-9%	-6%	-14%	-2
- CCCCNC(=O)[C@@](CC)(ONc1ccccc1C(F)(F)F)c1cccc2ccccc12
→ -9	.	.	2%	-17%	-25%	.
- C/C(=N\NC(=O)COc1ccccc1-c1ccccc1)c1ccccn1
→ -98*	5%	-2	-13%	-31%[11.4 µM]	56%[activator]	-4
- Cc1[nH]c2ccc(F)cc2c1CCN(Cc1cccnc1)C(=S)NC(C)(C)C
→ -25	3%	-7	0%	-11%	-8%	-5
- CNC(=S)Nc1cccc(C(=O)O)c1
→ 35	-26%	-1	-10%	-20%	4%	-6
- COc1cccc(NC(=O)CSCC(=O)Nc2ccccc2)c1
→ 14	-1%	19	-13%	-18%	9%	-9
- CCCn1nc(NC(=O)c2ccco2)c2cc3ccc(C)cc3nc21
→ -31	0%	-2	-5%	-1%	-15%	-4
- Cc1nn(C(C)C(=O)NC2C(=O)N3C(C(=O)O)=C(CSc4nnnn4C)CSC23)cc1Cl (stereo not drawn)
→ 9	?	1	2%	28%	29%	-11
- O=C1NC(=O)N(c2ccccc2F)C(=O)/C1=C/c1cn(CC(=O)N2CCOCC2)c2ccccc12
→ 2	15%	-3	-5%	83%[activator]	8%	5
- Cc1cccn2c(=O)c(C(=O)NCCCN3CCCCC3C)c(O)nc12 (stereo not drawn)
→ -31&-7	7%	-4	-14%&1%	-21%	3%	-8
- COc1ccccc1NC(=O)CSc1nnc(Cc2cccn2C)n1CCc1ccccc1
→ 12	5%	-2	-4%	105%[activator]	-17%	-10
- NC(=O)SC/C(=N\S(=O)(=O)c1ccccc1)Nc1ccccc1
→ -28	4%	13	-12%	-21%	-4%	14
- CCOc1ccc(NC(=O)CN(C)c2ccc(S(=O)(=O)N(C(C)C)C(C)C)cn2)cc1OCC
→ 22	8%	-5	-1%	.	3%	17
- CCc1ccc(NC(=O)CCc2ccc(CC)o2)cc1
→ 13	3%	14*	-8%	-23%	37%[activator]	.
- Cc1ccc(NC(=O)/C(=C/c2cccc([N+](=O)[O-])c2)NC(=O)C2CCCCC2)c(C)c1
→ -96*	.	-5	-7%	5%	2%	-13
- C[C@H]1C=CC(=O)O[C@H]1c1ccccc1
→ -77*	4%	-3	.	.	-3%	16
- O=C(O)CCCC(=O)OCCc1cc2ccccc2c(=O)o1
→ -2	.	.	.	-24%	3%	.
- O=C(Nc1cccc(NC(=O)C2CCCO2)c1)C1CCCO1 (stereo not drawn)
→ -28	.	-4	2%	-13%	17%	-4
- COc1ccc(NC(=O)c2cccc(-c3ccc(O)cc3)c2)cn1
→ 17	-4%	17	-9%	-31%	-7%	42
- O=C(CN1C(=O)C2C3C=CC(C3)C2C1=O)Nc1cccc2c1CCCC2 (stereo not drawn)
→ -9	-1%	-3	-2%	-12%	-7%	-21
- CCOC(=O)c1cccc(S(=O)(=O)N2CCOCC2)c1
→ -34	3%	0	8%	-3%	-22%	30
- Cc1ccc(OCCOCCN2CCCCC2)c([N+](=O)[O-])c1
→ ?	20µM*	-2	-7%	20%	-6%	-23
- O=C1NN(c2ccc(F)cc2)C(=O)/C1=C\c1cnn(-c2ccccc2)c1
→ -23	2%	-1	-7%	-15%	.	-3
- CCOC(=O)C1C(c2cccs2)NC(=O)NC1(O)C(F)(F)F (stereo not drawn)
→ ?	2%	-7	-12%	-4%	-4%	-5
- CC(C)C(=O)Nc1nnc(Sc2ccc(N(C)C)cc2)s1
→ 47	2%	-1	-3%	-52%	-7%	-14
- CCCCn1c(N)c(N(CC(C)C)C(=O)CC2CCCC2)c(=O)[nH]c1=O
→ -9	.	.	4%	-18%	-16%	.
- Cc1ccccc1CNS(=O)(=O)c1ccc2c(c1)C(C)(C)C(=O)N2C
→ 12	36%	-3	-7%	0%	-5%	-6
- COc1cccc(CN2CCN(C(=O)Cc3ccccc3OC)CC2)c1
→ -7	-6%	-1	-6%	24%	5%	-8
- CCOc1ccc(NC(=S)NCCCn2ccnc2)cc1
→ -17	4%	0	-20%	-11%	-2%	-10
- Nc1ncc(-n2cncn2)c(-c2ccccc2)n1
→ 2	-2%	2	?	-15%	-6%	-3
- O=C(NCc1ccccc1Cl)c1cnc2ccccc2n1
→ 15	-9%	-1	-12%	11%	-14%	46*
- O=C(O)CCN1C(=O)/C(=C\c2cccc(OCC(=O)Nc3ccc(Cl)cc3)c2)SC1=S
→ 0	14%	-1	-2%	-18%	-4%	11
- CC(C)OC(=O)c1nnn(-c2nonc2N)c1CN1CCc2ccccc2C1
→ -2	-15%	-2	-7%	25%	1%	-4
